Screens deposited in PubChem by Sanford-Burnham Center for Chemical Genomics.
CHOP UPR activ = activators of apoptotic arm of unfolded protein response (CHOP) | CHO-CHOP luciferase reporter, UPR activation, luminescence; percent of tunicamycin response over DMSO baseline | activation, % at 10 µM | actives 0.34% (n = 330,000);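 active = at 10 µM dose, activation of 40% or more, normalized to positive control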;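 note: 100% = tunicamycin at 10 µg/mL and 0% = DMSO alone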
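System: CHO-CHOP luciferase reporter cell line; amount: 500 cells/well; buffer or medium: F12 medium containing 10% fetal bovine serum; incubation: 6 h compound exposure at 37 °C after overnight seeding; measured by: luciferase luminescence after 10 min with Steady-Glo reagent; evaluation: % reporter activation, DMSO baseline versus tunicamycin full activation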
APJ ag = agonists of human APJ apelin receptor | P35414 | activation, % at 20 µM | AID 2520 | CHO-K1 APJ PathHunter beta-arrestin, luminescence; 0% DMSO wells, 100% apelin | actives 0.11% (n = 330,000);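 active = activation more than six SD over the plate average, tested at 20 µM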;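 note: 0% = DMSO alone and 100% = apelin-13 at 10 nM; some results filed as inactive read as strong as hits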
Target sequence (P35414 whole entry, looked up): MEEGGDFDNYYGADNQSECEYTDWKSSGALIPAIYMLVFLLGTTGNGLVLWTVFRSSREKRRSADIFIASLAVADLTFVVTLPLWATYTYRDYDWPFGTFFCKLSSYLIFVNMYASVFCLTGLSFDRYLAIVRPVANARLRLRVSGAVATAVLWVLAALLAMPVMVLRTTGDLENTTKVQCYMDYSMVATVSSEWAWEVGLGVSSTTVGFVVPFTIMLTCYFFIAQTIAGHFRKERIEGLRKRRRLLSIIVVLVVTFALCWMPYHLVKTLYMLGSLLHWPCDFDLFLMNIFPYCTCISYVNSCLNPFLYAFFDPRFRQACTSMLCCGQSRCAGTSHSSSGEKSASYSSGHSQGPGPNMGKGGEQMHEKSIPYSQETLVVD
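Assay system – PathHunter CHO-K1 APJ (AGTRL-1) beta-arrestin reporter cells · Compound – one dose, 20 µM compound, 1% DMSO · Timing – compound 90 min 25 °C, reagent 1 h · Measured by – luminescence from split beta-galactosidase complementation, Galacton Star/Emerald II substrate · Measure – beta-arrestin recruitment to APJ as agonist activity, luminescent signal · Benchmarks – DMSO vs Apelin-13 10 nM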
tim23-1 inh = tim23-1 yeast growth inhibition | S. cerevisiae tim23-1 growth, BacTiter-Glo luminescence, 24 h | inhibition, % at 20 µM | actives 1.3% (n = 330,000);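 active = growth inhibition of the mutant yeast at or above 50%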;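 note: temperature-sensitive mutant grown at 25 °C; plate controls were DMSO-treated mutant yeast for no effect and medium wells lacking yeast for full effect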
APJ antag = antagonists of human APJ apelin receptor | CHO-K1 APJ beta-arrestin complementation, luminescence | actives 0.32% (n = 330,000) | inhibition, % at 20 µM;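 active = inhibition above about 40% at 20 µM, limit read from the data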;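 note: cells challenged with 10 nM apelin-13 agonist together with compound; plate controls were apelin-13 plus DMSO wells for no effect and DMSO wells lacking apelin-13 for full effect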
CXCR6 inh = inhibitors of human CXCR6 receptor; O00574; CHO-K1 PathHunter CXCR6 beta-arrestin, luminescence; inhibition, % at 20 µM; actives 0.36% (n = 360,000); AID 602244; in the data active = inhibition above about 34%, passing the limit was not always enough;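 note: antagonist mode with CXCL16 agonist at 10 nM final; 0% = 10 nM CXCL16 with DMSO and 100% = unstimulated wells without agonist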
Target sequence (O00574 whole entry, looked up): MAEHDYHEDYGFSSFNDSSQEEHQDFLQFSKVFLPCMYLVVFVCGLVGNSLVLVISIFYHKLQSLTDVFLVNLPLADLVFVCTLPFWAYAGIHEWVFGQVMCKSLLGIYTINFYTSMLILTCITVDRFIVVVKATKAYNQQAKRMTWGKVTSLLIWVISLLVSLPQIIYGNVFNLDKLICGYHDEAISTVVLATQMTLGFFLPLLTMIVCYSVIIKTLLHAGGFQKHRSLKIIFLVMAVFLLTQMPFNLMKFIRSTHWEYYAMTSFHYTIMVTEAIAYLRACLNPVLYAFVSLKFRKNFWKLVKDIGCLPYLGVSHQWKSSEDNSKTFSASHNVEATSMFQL
CCR6 antag = CCR6 (human) receptor antagonism | P51684 | CHO-K1 CCR6 PathHunter beta-arrestin, luminescence, CCL20-stimulated | inhibition, % at 20 µM | actives 0.49% (n = 340,000) | AID 493098;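 active = compounds whose inhibition of the agonist-driven luminescence signal at 20 µM reaches about 50%, limit read from the data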;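 note: cells stimulated with CCL20 at 14 nM final; plate controls were DMSO with CCL20 for no effect and DMSO without agonist for full effect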
EBI2 block = EBI2 (human) antagonism; P32249; EBI2 beta-arrestin recruitment, luminescence, 7a,25-OHC stimulated; inhibition, % at 5 µM; actives 0.81% (n = 360,000); in the data active = inhibition above about 38%;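 note: enzyme fragment complementation signal reports receptor beta-arrestin coupling in cells; 0% = agonist plus DMSO wells and 100% = wells without agonist; some results beyond the cut were filed as inactive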
Target sequence (P32249 whole entry, looked up, the tested form may be a part): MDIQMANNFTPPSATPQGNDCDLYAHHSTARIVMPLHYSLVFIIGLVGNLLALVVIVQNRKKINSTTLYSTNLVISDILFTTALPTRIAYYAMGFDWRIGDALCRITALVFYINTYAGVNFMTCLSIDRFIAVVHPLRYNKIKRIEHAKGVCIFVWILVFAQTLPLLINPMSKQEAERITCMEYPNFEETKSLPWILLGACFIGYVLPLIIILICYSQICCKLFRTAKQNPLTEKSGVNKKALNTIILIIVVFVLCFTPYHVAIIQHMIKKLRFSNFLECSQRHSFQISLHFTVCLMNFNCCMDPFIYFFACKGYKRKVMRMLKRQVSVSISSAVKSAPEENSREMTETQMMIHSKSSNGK
UPR XBP1 act = adaptive UPR (XBP1) activation; AID 463104; actives 0.33% (n = 330,000); activation, % at 20 µM; CHO-XBP1 luciferase reporter, IRE1-XBP1 UPR activation, luminescence; percent of tunicamycin response, DMSO as zero;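 active = versus positive control, 20 µM dose yields 30% or more activation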;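 note: 100% = tunicamycin at 10 µg/mL and 0% = DMSO only wells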
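Test system: CHO-XBP1 luciferase reporter cells | Buffer or medium: Serum-containing F12 medium, 10% FBS | Schedule: 6 h compound exposure at 37 °C, 5% CO2 | Detection: Steady-Glo luciferase glow luminescence, 10 min after reagent addition | Read-out basis: Activation, % of tunicamycin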
Mdm2 MdmX PPI = disrupts the human Mdm2-MdmX interaction; O15151+Q00987; SaOS-2 split-luciferase Mdm2/MdmX complementation, luminescence; inhibition, % at 8 µM; actives 3% (n = 330,000); AID 485346;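 active = inhibition of at least 50% at 8 µM in the primary screen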
* marks the source's active call; other numbers are inactive results; . = no result given. The list is partial, so the mix of outcomes need not match the whole.

SMILES	CHOP UPR activ	APJ ag	tim23-1 inh	APJ antag	CXCR6 inh	CCR6 antag	EBI2 block	UPR XBP1 act	Mdm2 MdmX PPI
CC(C)C(C(=O)Nc1ccncc1)c1ccc(Cl)cc1 (configuration not stated)	-0.9	-7	27	-1	-6	9	1	-5	39
O=S(=O)(c1ccc(F)c(F)c1F)N1CCN(C(=S)NC2CC3CCC2C3)CC1 (configuration not stated)	0.0	-4	-18	8	5	16	-2	5	23
Cc1ccc(NC(=O)Cc2noc3ccccc23)nc1	3.6	2	21	11	-17	-4	-8	1	-38
COCCCN(C(=O)CSCc1c(C)noc1C)c1c(N)n(Cc2ccccc2)c(=O)[nH]c1=O	-0.9	-7	-5	7	1	-5	-12	0	16
Cc1ccc(C(=O)CSc2nnc(N)s2)c(C)c1	3.1	-1	18	11	-14	3	-12	-1	-71
Cc1ccc(NC(=O)C2CCCN(S(=O)(=O)c3ccc4[nH]c(=O)ccc4c3)C2)c(C)c1 (configuration not stated)	-0.5	-1	-3	9	-11	0	-5	-2	-3
COc1ccc(N2C(=NC(=O)c3ccc(Br)cc3)SC3CS(=O)(=O)CC32)cc1 (configuration not stated)	2.2	-1	-12	13	-7	10	-10	1	40
Cc1noc(C)c1CSCC(=O)OCc1nnc(-c2ccc([N+](=O)[O-])cc2)o1	-1.0	0	25	-25	-16	-2	-3	-3	6
C=CCc1ccc2oc(C(=O)OCC)cc(=O)c2c1O	-0.9	4	-8	-8	8	6	-10	-4	-8
COc1ccc(S(=O)(=O)N2N=C(c3cccc(NS(C)(=O)=O)c3)CC2c2ccco2)cc1 (configuration not stated)	-0.7	-5	17	3	2	20	-3	0	0
CC1(c2ccccc2)NC(=O)N(CC(=O)Nc2ccc(S(N)(=O)=O)cc2)C1=O (configuration not stated)	1.3	-1	-1	8	-2	10	-4	3	-2
CCN(CC)CCN1C(=O)c2oc3ccc(F)cc3c(=O)c2C1c1ccncc1 (configuration not stated)	-0.3	-3	-13	2	-5	5	-1	-1	30
COc1ccc(CN2CCN(C(=O)c3ccccc3F)CC2)c(OC)c1OC	-1.3	-3	9	-4	-4	2	-6	-5	-11
O=C(Nc1ccc(Cc2ccncc2)cc1)c1cccc([N+](=O)[O-])c1	0.7	4	-22	2	-14	-6	-3	1	19
Cc1onc(-c2ccccc2Cl)c1C(=O)Nc1ccccc1	-2.2	-6	13	-11	-5	11	-7	-2	20
Cc1nc2cc(O)ccc2n1C	1.3	-2	-3	-1	-3	3	2	0	-10
O=C(O)CN1C(=O)CNC1=O	-1.1	-4	12	4	3	-2	-13	-1	-17
COc1cc(C)c(NC(=O)C(=S)N2CCCC2)cc1C	0.0	-5	1	5	2	-4	2	0	-26
COc1cc(C)nc(NS(=O)(=O)c2ccc(C)cc2)n1	1.3	2	3	-15	1	6	7	-5	-18
Cn1c(=O)c2cc3ccc(Cl)cc3nc2n(C)c1=O	-0.2	1	-8	18	1	8	6	1	13
COC(=O)C1CSC(C(=O)OC)N1C(=O)CN1CC(C)OC(C)C1 (configuration not stated)	0.0	-5	-10	-17	2	-4	-1	-1	27
Cc1nn(C)cc1CNC(=O)Nc1ccc(Br)cc1Cl	-0.4	-3	8	8	-11	7	4	2	25
CN(C(=O)c1ccc(NC(=O)Cc2ccc(NC(=O)C3CCN(C(=O)c4ccccc4)CC3)cc2)cc1)C1CC1	2.3	-3	-6	10	-3	-8	-16	0	16
Cn1c(=O)[nH]c(=O)c2c1nc(N1CCOCC1)n2CCCSc1ncccn1	-2.3	-5	11	14	-1	-12	3	-1	-9
O=Cc1c(N2CCSCC2)nc2ccccn2c1=O	0.5	2	1	4	0	2	-17	1	16
Cc1ccc(NC(=O)CN2C(=O)S/C(=C\c3ccccn3)C2=O)cc1	-1.3	-3	-16	7	2	-3	-5	2	19
CCO[C@@H]1OC(C(N)=O)=C[C@H](c2ccc(C(F)(F)F)cc2)[C@H]1CCCO	2.2	-6	-4	9	0	-6	-18	-4	-15
CC(C)(C)NC(=O)NC(=O)COC(=O)c1cc(=O)[nH]c2ccccc12	1.2	-1	17	4	-1	4	1	-1	-21
CCn1c(=O)c(CCC(=O)NCC2CCCO2)c(C)c2c(C)nn(-c3ccccc3)c21 (configuration not stated)	-0.2	-3	31	0	-9	7	6	-1	12
COc1cccc(COC(=O)CCNC(=O)c2ccc(Cl)cc2)c1OC	0.8	1	22	17	-2	-2	-8	1	-3
COc1ccc(-c2csc3nc(C)nc(N4CCC(C)CC4)c23)cc1OC	0.6	-6	39	13	-1	-2	20	-3	66*
CCOC(=O)[C@H]1[C@H]2COc3ccc(C)cc3[C@@H]2N2C(=O)CN(Cc3ccc(Cl)cc3)C(=O)[C@@]12C	-0.6	-3	22	-1	2	12	23	-3	27
Cc1ccc(C(NC(=O)N2CCCC2)C(Cl)Cl)cc1F (configuration not stated)	-0.1	-2	9	10	-3	7	-2	-1	-9
CCC(SC1=NCCS1)C(=O)Nc1nnc(-c2ccccc2OC)s1 (configuration not stated)	2.1	-4	14	17	3	-7	-40	2	27
Cc1ccc(C(=O)Nc2onc(C)c2C#N)cc1	-2.3	1	1	18	-8	-9	2	6	19
COC(=O)/C=C1/S/C(=N/NC(=O)c2ccc(OC)cc2)NC1=O	-0.3	4	-8	-31	-4	19	4	-1	18
Cc1nc2ncnn2c(C)c1CCC(=O)O	-1.1	8	1	2	1	-7	-1	-1	-3
COc1ccc(C(CNC(=O)c2cc(S(=O)(=O)NCc3ccccc3)ccc2C)N2CCOCC2)cc1 (configuration not stated)	-1.1	-7	-2	14	-2	11	1	-2	12
COc1ccc(C(=O)Nc2nccs2)cc1	4.9	2	28	13	-4	3	7	-2	-34
COc1ccc(Oc2c(Cl)cnn(-c3ccc(F)cc3)c2=O)cc1	1.9	0	2	-24	-17	7	1	-1	33
COc1ccc(NC(=O)CC(C)c2ccccc2)c([N+](=O)[O-])c1 (configuration not stated)	2.7	-2	10	-12	0	13	3	0	-31
CCCN(CC(=O)Nc1ccccc1C)C(=O)c1nn(CC)c(=O)c2ccccc12	-0.5	-1	9	2	-11	11	-6	-2	22
O=C(CNC(=O)c1ccc(N2CCCC2=O)cc1)Nc1ccc(F)c(F)c1F	-0.9	-3	1	16	1	4	-2	0	-11
Cc1ccccc1NC(=O)c1cc(S(=O)(=O)N2CCOCC2)cn1C	-0.8	2	4	14	-10	-1	-6	2	11
O=C(COc1ccc(-n2cnnn2)cc1)Nc1ccccc1OC(F)F	1.0	-3	8	7	1	-9	3	-4	17
COc1ccc(Cl)cc1NC(=O)CSc1nnc(CN2CCOCC2)n1-c1ccc(Cl)cc1	1.4	1	29	-9	10	0	8	-3	26
COc1cccc(-c2noc(-c3ccc(Br)o3)n2)c1	6.5	-1	12	4	-2	2	6	-2	-140
Cc1ccc(CNC(=O)CS(=O)Cc2nc(-c3cccs3)oc2C)cc1 (configuration not stated)	0.9	-4	24	17	-8	8	-1	-4	16
O=C(CCNC(=O)c1ccco1)Nc1ccc(OC(F)(F)F)cc1	2.6	-1	13	7	2	12	9	0	-26
COC(=O)CSc1ccc(S(=O)(=O)N2CCC(C)CC2)cc1[N+](=O)[O-]	4.9	0	0	-35	-8	7	-5	-2	-52
CCCCn1c(SCC(=O)Nc2nnc(C)s2)nnc1-c1ccoc1C	0.1	-2	10	12	6	-6	-1	-3	-58
CCCCNC(=O)CCn1nc(-c2ccccc2)ccc1=O	1.7	-1	5	-28	3	-9	-8	-2	3
COc1ccc(Cc2c(C)nc(N)nc2Cl)cc1	-1.2	-4	1	11	-5	20	0	-1	6
C#CCOCCOCCOCCNc1nc(N2CCN(C(=O)[C@H]([C@@H](C)CC)n3cc([C@@H](N)CO)nn3)CC2)nc(N2CCN(C(=O)[C@H]([C@@H](C)CC)n3cc([C@@H](N)CO)nn3)CC2)n1	1.9	9	5	3	.	.	.	4	5
CCCCCCn1c(SCC(=O)Nc2cc(C)on2)nc2ccccc2c1=O	4.7	-3	18	-17	6	-1	12	-1	2
COc1cc2c(cc1OC)[C@@H]1Cc3ccc(OC)c(OC)c3CN1CC2	-0.8	-3	5	-33	6	5	1	0	24
O=C(CCC1CCCN(C(=O)C2CCCC2)C1)NCc1ccc(F)c(F)c1 (configuration not stated)	2.3	-4	-19	5	0	5	8	1	-26
CCOC(=O)C1=C(N)Oc2ccc3ccccc3c2C1c1cccc(O)c1 (configuration not stated)	0.7	-2	26	8	-4	-8	14	-4	37
O=C(Cn1cc2c(n1)CCCCC2)NCCN1CCOCC1	-0.5	-3	17	23	4	-3	1	3	30
CCOC(=O)N1CCC(NC(=O)Cn2cc3c(n2)CCCCC3)CC1	-0.6	-5	-7	-51	6	11	-5	-2	11
Additional compounds
SMILES	CHOP UPR activ	APJ ag	tim23-1 inh	APJ antag	CXCR6 inh	CCR6 antag	EBI2 block	UPR XBP1 act	Mdm2 MdmX PPI
Clc1ccc(C2Nc3ccccc3-n3cccc32)cc1 (configuration not stated)	0.9	-3	17	-8	-1	5	10	3	1
CC(=O)NCCC1CCN(C(=O)C2CCC(=O)N(C3CCCC3)C2)CC1 (configuration not stated)	-2.2	-4	5	9	0	8	-4	0	15
COc1cc(SC)ccc1C(=O)NCC1CCCCC1	3.3	1	35	20	-4	19	1	3	-47
COc1ccc(S(=O)(=O)N2CCOCC2)cc1NC(=O)CN(C)Cc1c(F)cccc1Cl	2.7	1	13	-39	-6	7	8	0	28
O=C1CN(C(=O)c2ccco2)c2ccccc2N1	-0.1	-1	1	1	1	-4	-12	2	25
CS(=O)(=O)N(CC(=O)Nc1cccc([N+](=O)[O-])c1)c1cccc(F)c1	-0.3	-3	3	-6	7	13	2	-5	8
CNC(=O)Cn1nc(-c2ccc(C)cc2)c2ccccc2c1=O	-0.5	-3	10	4	-2	5	-2	-1	-1
CC(=O)N1CCc2cc(Br)cc(S(=O)(=O)NCCN3CCCCC3C)c21 (configuration not stated)	-0.2	3	9	12	-8	-12	1	-2	-32

An excerpt of these results, field by field:
O=C1CN(C(=O)c2ccco2)c2ccccc2N1
  CHOP UPR activ: -0.1
  APJ ag: -1
  tim23-1 inh: 1
  APJ antag: 1
  CXCR6 inh: 1
  CCR6 antag: -4
  EBI2 block: -12
  UPR XBP1 act: 2
  Mdm2 MdmX PPI: 25

CS(=O)(=O)N(CC(=O)Nc1cccc([N+](=O)[O-])c1)c1cccc(F)c1
  CHOP UPR activ: -0.3
  APJ ag: -3
  tim23-1 inh: 3
  APJ antag: -6
  CXCR6 inh: 7
  CCR6 antag: 13
  EBI2 block: 2
  UPR XBP1 act: -5
  Mdm2 MdmX PPI: 8
